MC4R antagonist: antagonists of human melanocortin 4 receptor (MC4R); P32245; MC4R-expressing cells, MTII-stimulated cAMP, LANCE TR-FRET; inhibition, % at 6.5 µM; hit rate 0.48% among 360,000; AID 540295;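 active = inhibition above its plate's cutoff, the mean of tested wells on that plate plus 3 SD, cut at about 29% in these data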;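 also: 0% = Melanotan II alone and 100% = Melanotan II plus saturating MCL0020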
Target sequence (P32245 whole entry, looked up): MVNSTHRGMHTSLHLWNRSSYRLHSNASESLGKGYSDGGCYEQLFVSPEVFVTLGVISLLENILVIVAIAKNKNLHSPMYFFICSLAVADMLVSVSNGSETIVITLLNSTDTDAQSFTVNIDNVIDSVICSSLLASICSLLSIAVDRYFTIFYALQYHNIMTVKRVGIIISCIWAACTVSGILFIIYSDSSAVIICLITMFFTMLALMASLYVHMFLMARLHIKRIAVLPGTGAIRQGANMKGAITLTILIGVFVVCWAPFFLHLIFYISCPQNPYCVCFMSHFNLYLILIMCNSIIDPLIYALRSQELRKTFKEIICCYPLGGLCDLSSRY
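Assay system: U2OS-MC4R stable cell line; Also added: Melanotan II; Technique: Eu-cAMP/anti-cAMP TR-FRET, emission 671 nm; Times: 30-min compound, 1-h challenge, 1-h detection, room temperature.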
MC4R barr agon: agonists of human melanocortin 4 receptor (MC4R) beta-arrestin | P32245 | U2OS MC4R beta-arrestin complementation, luminescence; percent of melanotan II response, DMSO zero | activation, % at 8.9 µM | hit rate 0.98% among 360,000;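 active = activation above a per-plate cutoff, the mean activation of sample wells on that plate plus 3 SD, cut at about 8% in these data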
NOD2-RIPK2 inh: NOD2-RIPK2 protein interaction inhibition | hit rate 0.38% among 360,000 | inhibition, % at 4.98 µM | O43353 | CHO BLA complementation NOD2-RIPK2, CCF4 ratio; in the data active = inhibition above about 21%;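 also: 0% = vehicle only and 100% = reference blocker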
ABCB6 inh MLPCN: human ABCB6 transporter inhibition | K562-ABCB6 porphyrin accumulation, flow cytometry, 1 h; hits give low values | fluorescence ratio to DMSO, % at 10 µM | hit rate 0.19% among 360,000 | AID 602162;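 active = fluorescence ratio to DMSO below 75%, the collection mean minus 3 SD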;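 also: signal is porphyrin accumulated inside mitochondria; 100% equals median channel fluorescence of DMSO control wells; lower ratio means ABCB6 inhibition with less porphyrin fluorescence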
N-glyco inh: N-linked glycosylation inhibition | D54 ERlucT glycosylation luciferase reporter, 24 h; percent of 100 nM tunicamycin response | reporter increase, % at 12.5 µM | hit rate 0.23% among 360,000 | AID 588692;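 active = mean luciferase reporter signal, scaled so untreated is 0 and the glycosylation-blocking control 100, at or above a set limit in every replicate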;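 also: luciferase carries N-glycosylation sites so blocking glycosylation raises the light; 0% = median of neutral control wells and 100% = median of 100 nM tunicamycin wells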
H9c2 protect: modulators protecting cardiomyocytes from myocardial damage | H9c2 cardiomyocytes, H2O2 injury protection, ATPLite, 2 h | protection from H2O2 cell death, % at 20 µM | hit rate 0.63% among 360,000 | AID 588492;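 active = compounds giving at least 50% protection of heart cells from peroxide-induced death in the single-dose screen, raw or plate-pattern-corrected value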;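 also: 0% = DMSO wells with peroxide and 100% = DMSO wells without peroxide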
HTR2A ag: mouse HTR2A agonism via beta-arrestin recruitment | P35363 | CHO-K1 mHTR2A beta-arrestin complementation, luminescence; percent of 30 µM serotonin response | activation, % at 7.6 µM | hit rate 0.66% among 360,000;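 active = activation above a run cutoff, the mean activation of all tested compounds plus 3 SD, cut at about 14% in these data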;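 also: 0% = plate median of compound wells and 100% = 30 µM serotonin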
Target sequence (P35363 whole entry, looked up): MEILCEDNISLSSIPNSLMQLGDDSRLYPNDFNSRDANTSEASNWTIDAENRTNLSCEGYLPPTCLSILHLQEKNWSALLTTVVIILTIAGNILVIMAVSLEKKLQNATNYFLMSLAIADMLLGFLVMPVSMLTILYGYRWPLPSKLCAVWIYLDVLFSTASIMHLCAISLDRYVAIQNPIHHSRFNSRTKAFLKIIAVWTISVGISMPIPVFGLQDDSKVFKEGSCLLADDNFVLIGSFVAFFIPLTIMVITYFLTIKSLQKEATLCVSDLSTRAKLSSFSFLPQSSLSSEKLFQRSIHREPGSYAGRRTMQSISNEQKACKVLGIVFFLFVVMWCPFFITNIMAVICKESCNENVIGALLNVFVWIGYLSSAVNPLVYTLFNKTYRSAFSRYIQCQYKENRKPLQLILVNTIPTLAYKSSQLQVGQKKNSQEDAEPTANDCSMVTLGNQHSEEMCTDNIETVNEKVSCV
SRC2 inh: inhibits human steroid receptor coactivator 2. AID 651957. inhibition, % at 9 µM. Q15596. HEK293 GAL4-SRC2 luciferase reporter, luminescence. hit rate 0.17% among 370,000;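 active = inhibition above the mean inhibition of all tested compounds plus 3 SD, set per campaign, cut at about 52% in these data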;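 also: 0% = DMSO treated cells and 100% = cells given Gossypol at 36 µM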
ABHD5 PLIN5 PPI: inhibitors of human ABHD5-perilipin-5 interaction; Split G. princeps luciferase complementation, luminescence, 4 h; hit rate 0.78% among 360,000; AID 602281; Q00G26+Q8WTS1; inhibition, % at 4 µM;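 active = inhibition above the mean inhibition across every tested compound plus 3 SD, cut at about 22% in these data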;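 also: 0% = DMSO only wells and the 100% control is not disclosed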
TLR9-MyD88 block: inhibitors of human TLR9-MyD88 binding. Q9NR96+Q99836. inhibition, % at 4.98 µM. hit rate 0.21% among 340,000. AID 504734. CHO BLA complementation TLR9-MyD88, CCF4 FRET ratio;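 active = inhibition above the mean over all tested compounds plus 3 SD, cut at about 21% in these data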;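 also: 0% = DMSO only wells and 100% = clavulanate BLA inhibitor control wells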
* hit, by the source's call; nt = no result given. This is a subset; rates above refer to the full screens.

SMILES	MC4R antagonist	MC4R barr agon	NOD2-RIPK2 inh	ABCB6 inh MLPCN	N-glyco inh	H9c2 protect	HTR2A ag	SRC2 inh	ABHD5 PLIN5 PPI	TLR9-MyD88 block
COc1ccc(C(=O)Cn2nnc(-c3cccs3)n2)cc1	-3	-1.4	3	99	2	-3	-1	-26	-5	-12
CCc1ccc(C(C)NC(=O)c2cc(C)oc2C)cc1 (configuration not stated)	6	0.0	3	98	10	56*	0	-9	2	-3
O=C(NCCS(=O)(=O)N1CCN(c2ccccc2F)CC1)c1ccc(Br)cc1	10	3.5	-8	104	4	-6	1	6	1	-1
CCc1nnc(NC(=O)CSc2nnc(CNc3cccc(Cl)c3)n2CC)s1	5	-0.3	-12	97	0	12	-4	11	-6	-1
COC(=O)CSc1nc(NCc2ccccc2)nc(N(C)C)n1	-1	0.4	-7	96	-2	3	6	7	-2	2
CCOCC(=O)Nc1cc(Cl)ccc1C	11	-3.9	-10	96	1	1	-1	8	-1	-15
COc1ccc(N(CC(=O)Nc2cccc(N(C)S(C)(=O)=O)c2)S(=O)(=O)c2ccc(C)cc2)cc1	7	-2.4	1	96	-2	2	-6	3	5	2
CCn1nc(C)c(/C=N/NC(=O)Cn2cncn2)c1C	7	-1.3	-7	95	1	0	-1	-32	3	nt
CC1CCCCC1NC(=O)CCS(=O)(=O)c1cccc2nonc12 (configuration not stated)	2	-1.5	2	96	0	3	-1	-21	-1	1
CN(C)C(=O)N(CCCN1CCOCC1)Cc1cccc2ccccc12	3	4.8	-17	100	1	2	0	-8	6	nt
COc1ccc(Nc2nc(C)c(C(C)=O)s2)cc1	nt	nt	11	96	8	1	-3	-43	-1	nt
COC(=O)/C(C#N)=C(/Nc1ccc(F)c(Cl)c1)C(F)(F)F	-7	-0.3	12	106	-1	-3	-1	5	-2	-14

Of the compounds above, seven contain a carbonyl joined to an NH by a bond outside any ring:
SMILES	MC4R antagonist	MC4R barr agon	NOD2-RIPK2 inh	ABCB6 inh MLPCN	N-glyco inh	H9c2 protect	HTR2A ag	SRC2 inh	ABHD5 PLIN5 PPI	TLR9-MyD88 block
CCc1ccc(C(C)NC(=O)c2cc(C)oc2C)cc1 (configuration not stated)	6	0.0	3	98	10	56*	0	-9	2	-3
O=C(NCCS(=O)(=O)N1CCN(c2ccccc2F)CC1)c1ccc(Br)cc1	10	3.5	-8	104	4	-6	1	6	1	-1
CCc1nnc(NC(=O)CSc2nnc(CNc3cccc(Cl)c3)n2CC)s1	5	-0.3	-12	97	0	12	-4	11	-6	-1
CCOCC(=O)Nc1cc(Cl)ccc1C	11	-3.9	-10	96	1	1	-1	8	-1	-15
COc1ccc(N(CC(=O)Nc2cccc(N(C)S(C)(=O)=O)c2)S(=O)(=O)c2ccc(C)cc2)cc1	7	-2.4	1	96	-2	2	-6	3	5	2
CCn1nc(C)c(/C=N/NC(=O)Cn2cncn2)c1C	7	-1.3	-7	95	1	0	-1	-32	3	nt
CC1CCCCC1NC(=O)CCS(=O)(=O)c1cccc2nonc12 (configuration not stated)	2	-1.5	2	96	0	3	-1	-21	-1	1

The list continues.
SMILES	MC4R antagonist	MC4R barr agon	NOD2-RIPK2 inh	ABCB6 inh MLPCN	N-glyco inh	H9c2 protect	HTR2A ag	SRC2 inh	ABHD5 PLIN5 PPI	TLR9-MyD88 block
CCN(Cc1nc2cc(Cl)ccc2c(=O)[nH]1)C(=O)c1cccc(OCc2c(C)noc2C)c1	12	-0.3	-12	99	7	10	2	-1	1	-8
O=C(N/N=C/C=C\c1cccc([N+](=O)[O-])c1)c1ccccn1	-1	-1.0	-10	108	0	4	2	-9	-1	2
CCN(CC)S(=O)(=O)c1cc(Br)ccc1OC	2	-2.0	-1	99	1	1	3	2	-3	-6
Cc1cc(C)n(-c2nc3ccccc3c3nc(C)nn23)n1	0	-0.8	-1	96	2	6	5	9	-5	-3
CCCCCC(=O)Nc1cc(S(=O)(=O)N2CCOCC2)ccc1N1CCCCC1	-7	-1.2	-1	101	1	-1	-2	-3	-4	0
Cc1cc(N)n(-c2ncnc3scc(-c4ccccc4)c23)n1	19	-0.4	6	98	-1	2	3	4	-6	-8
O=C1NC(=O)C(CC(=O)N(Cc2ccco2)C2(C(=O)NC3CCCC3)CCCCC2)N1 (configuration not stated)	0	-2.1	3	110	2	4	1	14	-1	-3
Cc1c(C(=O)O)cccc1-n1c(C)cc(/C=N/Nc2ccc([N+](=O)[O-])cn2)c1C	1	-0.2	-11	102	-2	-6	0	-41	5	9
O=C(Nc1ccc2c(c1)CCC2)C1CCN(c2ncccn2)CC1	4	-2.5	5	89	0	-4	0	-56	-2	7
Cc1ccc(C)c(N2CCN(C(=S)NC3CCCCC3)CC2)c1	0	-0.5	-12	93	1	-3	0	5	-2	-2
CC(=O)c1cccc(NC(=O)c2onc(C)c2Cl)c1	6	0.1	-1	89	3	6	2	3	0	6
Cn1ccc2c(N3CCC3)cc3c(c21)C1CCC3O1 (configuration not stated)	nt	nt	-4	106	7	10	5	-42	-26	nt
CC(C)c1ccc(-n2cccc2/C=C2/C(=N)N3C=CSC3=NC2=O)cc1	9	-0.4	4	92	2	27	2	-16	-9	4
O=C(Nc1ccc(F)cc1)C1CC(=O)n2c(nc3ccccc32)N1 (configuration not stated)	1	-0.3	-9	103	0	2	1	11	-4	10
CCCCn1c(N)c(N(CCOC)C(=O)c2ccc(S(=O)(=O)N3CCC(C)CC3)cc2)c(=O)[nH]c1=O	17	-2.8	-7	100	3	2	0	-4	-6	-1
Cc1nc(C)c(C(=O)NCc2ccccc2Cl)o1	9	-0.8	-3	94	1	-3	1	nt	6	14
CCOc1cc(C(=S)N2CCC(O)CC2)ccc1OS(=O)(=O)c1ccc(Br)cc1	5	-0.5	2	100	-4	-5	-7	7	3	3
CC(=O)c1ccc(N2CCN(C(=O)C3CCN(S(=O)(=O)c4cccs4)CC3)CC2)cc1	-4	-1.2	-7	88	-6	0	-7	-1	-2	8
CCOc1ccccc1N1CCN(Cc2cc3c(cc2[N+](=O)[O-])OCO3)CC1	12	1.9	6	97	0	2	-1	1	-17	3
O=C(COC(=O)c1cncc(Br)c1)Nc1nc(-c2ccc(F)cc2)cs1	-3	2.8	2	96	1	-4	-3	-8	-7	0
CC(=O)Nc1ccc(CCCCc2ccccc2)cc1	-2	-1.4	5	94	-3	-8	12	-48	1	9
CCc1nc2ccc(C(=O)NCCCn3ccnc3)cn2c1N(C)C(=O)COc1ccccc1	8	0.3	-4	100	1	1	-3	-16	-11	nt
CC(C)CN(C(=O)C1CCCC1)C1CCS(=O)(=O)C1 (configuration not stated)	-1	2.8	-2	105	-1	1	7	12	12	-2
O=C(c1cccs1)N1CCN(Cc2ccc3c(c2)OCO3)CC1	2	-0.4	-11	118	-2	6	26*	nt	-2	-8
O=C(COC(=O)c1c2c(nc3ccccc13)CCCC2)c1ccc(Br)s1	34*	-1.2	-13	91	-1	9	4	-6	1	-5
Clc1ccc(-c2nc(-c3ccccn3)no2)cc1Cl	3	-1.4	-6	105	-20	-26	1	-35	4	4
Nc1cc2c(cc1[N+](=O)[O-])OCCO2	3	-2.2	2	100	3	6	-1	-13	1	-18
CC(C)CN1C(=O)CC(Sc2ccccc2C(=O)O)C1=O (configuration not stated)	2	-0.2	-13	106	2	3	2	-5	-10	3
COc1ccc(C(=O)N2CCC2(C)C(=O)O)cc1F (configuration not stated)	9	-1.2	0	96	1	4	-4	10	0	nt
CCN(CC)Cc1c(O)ccc2c1O/C(=C\C=C\c1ccccc1)C2=O	-6	-2.0	13	102	-4	7	-6	24	42*	15
CC(C(=O)Nc1ccc(O)cc1)c1cccc(C(=O)c2ccccc2)c1 (configuration not stated)	-3	-0.5	7	90	-3	-13	-4	-1	0	nt
CCc1nnc(NC(=O)C2=NN(C3CCS(=O)(=O)C3)C(=O)CC2)s1 (configuration not stated)	-8	0.6	-5	102	1	14	5	-14	0	-2
Cc1cc(C)cc(NC(=O)COC(=O)CCn2c(C)csc2=O)c1	2	-3.5	1	95	1	31	-3	-6	0	-10
CCC(c1nnc(SCC(=O)Nc2c(F)cccc2F)n1Cc1ccccc1)N(C)C (configuration not stated)	5	-1.0	-7	92	1	7	14	-54	3	1
Cc1ccc(NC(=O)COC(=O)CN2C(=O)NC3(CCCC3)C2=O)cc1F	1	1.8	-6	95	0	1	-4	-34	17	-6
C/C(Cl)=C/Cn1c(SCc2ccc(Cl)cc2)nc2c1c(=O)[nH]c(=O)n2C	3	0.1	-6	86	0	13	-1	2	6	0
O=Cc1cc2c(cc1[B-](F)(F)F)OCO2	1	1.4	-14	96	4	11	0	14	3	-9
Cc1ccc(Cn2c(C)c(C(=O)NCc3ccc4c(c3)OCO4)sc2=O)cc1	-8	1.7	-2	95	-8	0	-6	-15	-2	nt
O=C(O)c1ccc(Nc2nc3ccc(Cl)cc3[nH]2)cc1	1	-0.5	-6	100	1	1	5	28	3	0
COc1ccc2c(c1)CCC1=C2NC(=S)NC1c1ccc(N(C)C)cc1 (configuration not stated)	15	-0.5	1	99	-4	-20	-4	28	-14	-3
O=C1c2ccccc2C(=O)N1CCCCSc1nc2ccccc2c(=O)n1CCCN1CCOCC1	4	-2.1	-9	105	-5	59*	-4	-6	7	-8
O=C(CSc1ncn(-c2ccccc2)n1)Nc1ccc2c(c1)OCO2	-6	-0.7	-4	95	0	4	1	-7	-2	4

Whole records as entered above. Values in the order: MC4R antagonist | MC4R barr agon | NOD2-RIPK2 inh | ABCB6 inh MLPCN | N-glyco inh | H9c2 protect | HTR2A ag | SRC2 inh | ABHD5 PLIN5 PPI | TLR9-MyD88 block
COc1ccc2c(c1)CCC1=C2NC(=S)NC1c1ccc(N(C)C)cc1 (configuration not stated) is listed with 15 | -0.5 | 1 | 99 | -4 | -20 | -4 | 28 | -14 | -3
O=C1c2ccccc2C(=O)N1CCCCSc1nc2ccccc2c(=O)n1CCCN1CCOCC1 is listed with 4 | -2.1 | -9 | 105 | -5 | 59* | -4 | -6 | 7 | -8
O=Cc1cc2c(cc1[B-](F)(F)F)OCO2 is listed with 1 | 1.4 | -14 | 96 | 4 | 11 | 0 | 14 | 3 | -9

Source: PubChem (several laboratories)
